Assay outcomes (PubChem BioAssay)
Dynein transport – blocks dynein driven cargo transport along microtubules | 3617.4 mouse cells, GR-EGFP nuclear translocation imaging; test concentration mostly 20 µM; stimulated with dexamethasone, 1 µM; hits give low values | z-score, hits read low | 220,000 compounds, 0.47% hits | AID 1381;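 active = plate z-score of nuclear minus cytoplasmic receptor signal below a set negative limit, without overly bright fluorescence or cell loss, cut at about -3.5 in these data, passing the limit was not always enough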;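 note: z-score of nuclear minus cytoplasmic ring GR-EGFP intensity difference per well; some compounds called inactive have numbers as strong as hits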
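medium = tetracycline-free induction medium containing charcoal-stripped FBS | probe or stimulus = dexamethasone, 1.0 µM final | timing = 48 h induction, then 1 h compound, then 30 min agonist, 37 °C | detection = automated 10x imaging of fixed Hoechst-stained cells | read-out basis = nuclear versus cytoplasmic GR-EGFP signal, averaged per well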
ER stress rescue – protection against thapsigargin-triggered cell killing – 384-well, CSM14.1, ATP luminescence, primary screen (AID 1222); CSM14.1 thapsigargin-induced death rescue, ATP luminescence; higher % means a stronger effect; one-dose cellular ATP content (survival), % at 20 µM; EC50 in µM for titrated hits; 190,000 tested, under 10 active;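 active = EC50 below 50 µM in the dose-response confirmation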;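 note: death triggered by thapsigargin at about 15 µM added after 2 h compound pretreatment; cell ATP read after overnight thapsigargin exposure of roughly 18 to 22 hours; normalized against plate controls of thapsigargin alone and 5% DMSO vehicle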
UTI89 phage lysis – inhibition of K1F phage lysis, E. coli UTI89, bacterial capsule biogenesis inhibitors, alamar blue (AID 488966); E. coli UTI89 K1F phage lysis, alamar blue, 2 h; higher % means a stronger effect; one-dose inhibition, % at 100 µM; IC50 in µM for titrated hits; 340,000 compounds, 0.02% hits;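 active = phage lysis inhibition, versus mean bacterial control, above a set limit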;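 note: capsule biogenesis inhibitors block K1F phage lysis so surviving cells raise fluorescence; higher fluorescence means more inhibition of phage lysis; actives were called in the ten point dose series up to 300 µM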
Autophagy HCS – autophagy modulation, high-content screen | 190,000 compounds, 0.98% hits | MEF GFP-LC3 puncta imaging; test concentration mostly 10 µM | calls only at 10 µM (by protocol) | AID 463193;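 active = percentage of spot-positive cells more than 3 SD above its plate mean, without a fluorescence outlier flag or 80% toxicity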;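 note: spot-positive cell cutoff set from DMSO-treated cells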
P. falciparum M1AAP – malaria alanyl aminopeptidase activity blockers – biochemical, fluorogenic H-Leu-NHMec substrate, 1536-well (AID 1445); 220,000 compounds, 0.42% hits; one-dose inhibition, % at 30 µM; IC50 in µM for titrated hits; recombinant M1AAP, H-Leu-NHMec fluorogenic kinetic assay; higher % means a stronger effect;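 active = primary inhibition above the hit cutoff, then over 50% inhibition at one or more dose response concentrations, cut at about 23% in these data, passing the limit was not always enough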;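 note: plate controls were DMSO full reaction for no effect and no enzyme background for full effect; strong numbers were not always called active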
bCat nuc transl – modulators of beta-catenin nuclear translocation; HeLa beta-catenin nuclear translocation, immunofluorescence imaging; nuclear translocation activity, % at 5 µM; 190,000 compounds, 0.3% hits; AID 1665;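 active = nuclear translocation activity above 50% at 5 µM, with a well cell count of 50 or more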;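 note: per-cell ratio of nuclear to cytoplasmic median beta-catenin stain intensity; plate controls were DMSO negative control for no effect and GSK-3 inhibitor IX positive control for full effect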
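assay system = human HeLa cells, endogenous beta-catenin | times = compound treatment 24 h, 37°C, 5% CO2 | detection = Anti-beta-catenin immunofluorescence on PFA-fixed, Triton-permeabilized cells, DAPI nuclei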
MT stabilizer – microtubule stabilization, imaging screen. HeLa tubulin immunostaining HCS, 24 h; share of cells brighter than vehicle mean+2SD. % tubulin-high responders, % at 10 µM. 200,000 compounds, 0.83% hits. AID 2205;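 active = plate Z-score above 3 for both tubulin-high and condensed-nucleus cell shares, with cell loss under 80%, at 10 µM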;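 note: anti alpha tubulin signal scored within the nucleus-defined area of each cell; some results filed as inactive read as strong as hits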
Insulin prom up – MIN6 insulin promoter up-regulation; MIN6 insulin promoter-GFP reporter, high-content imaging; hits give high values; z-score at 5 µM; 190,000 compounds, 0.3% hits; AID 1625;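 active = z-score above 3 at 5 µM with at least 500 cells counted in the well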
M17LAP inhibition – P. falciparum M17LAP inhibitors, primary screen, biochemical, fluorogenic H-Leu-NHMec substrate, 1536-well (AID 1619) | recombinant M17LAP, H-Leu-NHMec fluorogenic kinetic assay; higher % means a stronger effect | 220,000 compounds, 0.38% hits | one-dose inhibition, % at 30 µM; IC50 in µM for titrated hits;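 active = compound inhibiting the enzyme by more than half at any dose during confirmatory dose-response retesting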;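 note: plate controls were full reaction with DMSO carrier for no effect and no enzyme background for full effect; strong numbers were not always called active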
Dynein transport cytoplasmic EGFP – further read-out of Dynein transport, marked with its call; z-score; measured here: cytoplasmic GR-EGFP intensity; hits give high values
Dynein transport nuclear GR-EGFP – second read-out of Dynein transport, no call of its own (marks repeat the call); z-score; measured here: nuclear GR-EGFP intensity;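 lower value marks the stronger effect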
Dynein transport cell count – recorded beside Dynein transport, whose call it bears; z-score; measured here: cell count per field
Insulin prom up cell count – further read-out of Insulin prom up, marked with its call; cell count; measured here: cytotoxicity, nuclei count;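 total cells summed across four imaged fields per well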
bCat nuc transl cell count 5 µM – second read-out of bCat nuc transl, no call of its own (marks repeat the call); cell count; measured here: cell count, cytotoxicity flag
MT stabilizer Hoechst-high % – further read-out of MT stabilizer, marked with its call; % Hoechst-high responders; measured here: nuclear condensation Hoechst responders;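 share of cells brighter than vehicle mean plus two SD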
MT stabilizer cytotoxicity % – also measured in MT stabilizer; calls as there; toxicity, %; measured here: cytotoxicity by cell density;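 0% = mean cell density of plate MIN control wells and 100% = no cells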
Autophagy HCS cell loss 18 h – second read-out of Autophagy HCS, no call of its own (marks repeat the call); toxicity, %; measured here: cell loss, nuclei count;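 cell loss after 18 h compound exposure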
An asterisk follows results filed as active; i = inactive; nt = not tested or not shown; [ ] = dose if it differs, or a comment.

mol	bCat nuc transl cell count 5 µM	UTI89 phage lysis	Insulin prom up	MT stabilizer cytotoxicity %	bCat nuc transl	Dynein transport	MT stabilizer	Dynein transport nuclear GR-EGFP	Autophagy HCS cell loss 18 h	Dynein transport cell count	P. falciparum M1AAP	ER stress rescue	Dynein transport cytoplasmic EGFP	Autophagy HCS	MT stabilizer Hoechst-high %	M17LAP inhibition	Insulin prom up cell count
Cc1ccc(C(=O)CSc2nc(C(C)C)nc3ccccc23)cc1	917	-1.2%	-0.59	0.2	-0.3	-0.095	1.1	0.19	-1	0.058	-1%	1.9%	-0.28	i	1.3	8%	1468
CCC(C)(C)n1nnnc1CN(Cc1cc2cc(OC)ccc2[nH]c1=O)C1CCCC1	934	0.0%	nt	7.4	-3.1	-0.83	1.1	-0.31	11	-0.17	8%	-0.8%	-0.18	i	1.2	1%	nt
CCCS(=O)(=O)N1CCN(S(=O)(=O)c2ccc(F)cc2)CC1	1084	2.2%	0.21	96	-0.9	-0.67	24	-0.067	10	-0.0025	5%	-0.1%	-0.27	i	25	-5%	1151
Cc1cccc(OCCCC(=O)Nc2ccc(S(N)(=O)=O)cc2)c1	1481	1.5%	nt	1.7	-0.1	0.54	1.9	0.0023	1	-0.059	-1%	-1.1%	-0.23	i	2.4	15%	nt
Cn1c(N)c(C(=O)NCc2ccccc2)sc1=S	nt	-0.4%	-0.65	12	nt	-0.49	3.3	0.14	5	0.3	5%	0.5%	-0.13	i	3.4	61%	1354
Cc1cc(C)n(S(=O)(=O)c2ccc3ccccc3c2)n1	1124	3.9%	0.36	6.1	3.0	-0.93	3.1	-0.74	21	-0.42	7%	-0.2%	-0.28	i	1.8	-12%	1191
Cc1ccc(OCCOCCN(C)C)c(Cl)c1	476	-1.2%	0.36	5.3	2.7	0.1	4.0	0.093	3	-0.064	-2%	0.2%	-0.23	i	1.6	5%	1099
COc1ccc(C)cc1S(=O)(=O)N(C)CC(=O)NCc1ccco1	nt	0.5%	0.06	0.2	nt	-1.6	2.8	-0.79	-5	-0.42	4%	-0.4%	-0.089	i	1.5	3%	1313
O=C(O)c1cc(-c2ccco2)nn1-c1cccc(Cl)c1	1185	-0.2%	0.4	1.3	-2.4	0.55	3.0	0.44	-3	-0.63	1%	2.1%	-0.31	i	1.5	39%	1344
COc1ccc(NC(=O)Cc2coc3cc(C)ccc23)cc1S(=O)(=O)N1CCOCC1	1114	0.3%[50 µM]	-1.5	9.0	-1.2	-0.38	3.6	-0.24	5	-0.23	9%	-0.2%	-0.19	i	0.6	4%	1361
CCN1CCCC1CNC(=O)C(=O)NCCc1ccc(OC)c(OC)c1 (stereo unspecified)	876	-0.8%	1.4	15	2.1	3.5	4.2	2	11	-1.8	4%	-1.0%	-0.16	i	1.3	1%	1515
CC(C)(C)OC(=O)C(C)(C)O/N=C(\C(=O)O)c1csc(N)n1	1546	-0.1%	0.62	9.0	-0.5	-0.77	3.3	-0.41	19	1.3	14%	2.2%	-0.084	i	2.1	4%	1560
CCOC(=O)N1CCN(C(=O)c2cnn(-c3ccccc3)c2NC(=O)c2ccccc2F)CC1	1171	3.8%	1.9	nt	-0.5	nt	nt	nt	nt	nt	-1%	2.2%	nt	nt	nt	4%	1182
COc1ccc(CCNC(=O)[C@@H](NC(N)=O)C(C)C)cc1	1006	-0.3%	-0.29	12	0.0	0.34	3.8	0.56	2	-1.1	1%	0.2%	1.6	i	1.7	2%	1402
O=C(CSc1nc2ccsc2c(=O)n1Cc1ccc(C(=O)O)cc1)NCc1ccco1	630	-0.1%	0.15	10	-3.2	1.4	3.7	1.2	-23	-0.17	9%	-1.0%	-0.22	i	2.4	23%	1246
O=C(NN=C1CCCCCCC1)c1ccccn1	1412	0.3%	1.1	6.2	-1.5	0.24	3.9	0.33	2	0.1	-8%	-2.3%	0.46	i	2.3	5%	1604
Cc1cccc(NC(=O)CSc2ccc(-c3ccc4c(c3)OCO4)nn2)c1C	1059	1.7%[50 µM]	0.25	3.8	-0.8	-0.029	2.1	0.062	12	0.15	-2%	-0.8%	-0.25	i	2.4	0%	1502
OC(COCc1ccccc1)CN1CCN(Cc2ccc3c(c2)OCO3)CC1 (stereo unspecified)	1089	0.0%	0.06	0.1	-3.1	-0.19	3.6	0.098	-22	1.3	-5%	-1.0%	-0.21	i	1.7	-3%	1747
O=C1C(c2c(O)[nH]c3ccccc23)=Nc2ccccc21	1145	2.8%	-0.47	nt	-0.5	nt	nt	nt	nt	nt	2%	-2.0%	nt	nt	nt	-3%	1412
COc1ccc(CCNC(=O)c2ccc(Cl)c(S(=O)(=O)N(C)c3ccccc3)c2)cc1	1041	1.8%	2.3	6.8	1.2	-0.56	1.6	-0.016	7	0.41	-7%	-1.2%	-0.24	i	1.6	-10%	1294
COc1ccc(OC)c(C(=O)COC(=O)c2c(OC)cccc2OC)c1	906	0.1%	0.27	6.4	-0.1	-0.26	2.3	0.71	-42	0.18	19%	1.4%	-0.091	i	3.1	11%	1071
N#C/C(=C1/C(=O)Nc2ccc(Br)cc21)c1ccccn1	968	0.2%	-0.03	4.8	6.5	-0.31	4.3	0.34	7	-0.37	3%	-0.1%	0.0029	i	2.3	2%	1010
Cc1ccc(S(=O)(=O)NNC(=S)Nc2ccc(Cl)cc2)cc1	1309	-0.8%	-0.65	nt	0.4	0.39	nt	0.1	nt	-0.28	7%	nt	-0.25	nt	nt	1%	1306
Cc1[nH]c2ccc(F)cc2c1CCN(Cc1cccnc1)C(=S)Nc1ccc(F)cc1	959	-0.1%	-0.1	7.2	-2.1	-0.87	1.8	-1.1	-7	0.83	3%	-0.1%	-0.24	i	1.7	11%	1568
O=C1CC(c2ccccc2)c2ccc(O)cc2O1 (stereo unspecified)	1238	1.3%	nt	2.0	-3.9	0.75	1.1	0.24	-7	0.16	2%	-2.4%	-0.18	i	1.1	-17%	nt
COC(=O)CNc1nc(Cl)nc(Nc2ccc(C)cc2)n1	1019	1.3%	1.1	6.5	-2.8	-0.47	2.1	-0.23	-5	1.3	-1%	-0.2%	-0.38	i	0.9	-3%	1567
O=c1[nH]ncc2c3ccccc3n(Cc3ccccc3F)c12	nt	0.2%	nt	3.8	nt	-0.67	2.4	-0.066	25	0.44	-1%	-1.6%	-0.34	i	1.7	11%	nt
COC(=O)c1n[nH]n(-c2ccc(F)c(Cl)c2)c1=O	1315	nt	0.2	nt	-0.3	1.1	nt	0.9	nt	-1.1	6%	nt	-0.13	nt	nt	-1%	964
CC(=O)N1N=C(c2cccnc2)OC1c1ccc(C(C)C)cc1 (stereo unspecified)	1421	-0.1%	-0.07	6.6	0.1	1.4	2.0	1.6	-6	-1.6	nt	-0.1%	0.091	i	1.6	nt	1499
O=C(O)CC/C(=N\NC(=O)c1ccccc1)c1cccs1	1086	0.2%	-0.18	10	0.0	-0.32	2.8	-0.11	-8	1	8%	-2.1%	1	i	1.4	18%	1225
CC1CC(C)CN(S(=O)(=O)c2cccc(C(=O)OCCN3CCCC3=O)c2)C1 (stereo unspecified)	1129	0.1%	-0.11	17	1.1	0.056	0.7	-0.035	-5	0.042	0%	-3.2%	-0.13	i	1.4	9%	881
